RGS7-Gao reg = RGS7-Galphao binding modulators, primary screen, biochemical, multiplexed bead flow cytometry. binding response (% of control), % at 10 µM. AID 1439, 2008. 220,000 compounds, 0.35% hits. Guanine nucleotide-binding protein G(o) subunit alpha (Homo sapiens), P09471. actives lie on both sides; in the data active means binding response below about 49% or above about 150%; inconclusive means no clear call, values can overlap the other calls; inactive means in between;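 further: fluorescent Galphao held in activated GDP-AlF4 state binding bead-coupled RGS7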
Target sequence (P09471 whole entry, looked up): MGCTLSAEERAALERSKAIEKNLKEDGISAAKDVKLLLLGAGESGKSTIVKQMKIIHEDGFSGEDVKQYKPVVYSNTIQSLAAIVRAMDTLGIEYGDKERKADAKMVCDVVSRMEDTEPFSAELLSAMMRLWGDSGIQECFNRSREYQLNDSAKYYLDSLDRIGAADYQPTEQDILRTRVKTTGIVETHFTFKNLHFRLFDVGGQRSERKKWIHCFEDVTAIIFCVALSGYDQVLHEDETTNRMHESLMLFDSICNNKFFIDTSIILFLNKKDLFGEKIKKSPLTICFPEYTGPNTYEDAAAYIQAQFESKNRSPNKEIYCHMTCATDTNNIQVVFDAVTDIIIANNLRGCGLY
GSH bead fluor = compound fluorescence on glutathione beads, profiling panel, artefact control, biophysical, 488/530 nm, flow cytometry; AID 1776, 2009; fluorescence (KMESF) at 10 µM; 190,000 compounds, 0.25% hits; GSH beads flow cytometry, compound fluorescence 488/530 nm; stronger effect = higher value; in the data active means fluorescence above about 89;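 further: glutathione beads carrying GST-tagged Bcl family fusion proteins plus one bare bead set; values are compound well signal with DMSO vehicle wells as background; inactives centre near 16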
Bim-Bcl-W = inhibitors of Bim binding to Bcl-W, primary screen, biochemical, multiplexed, bead-based flow cytometry | Bcl-2-like protein 2 (Homo sapiens), Q92843 | Bim peptide-Bcl-W binding | inhibition, % at 10 µM | 190,000 compounds, 0.02% hits | AID 952, 2007;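 further: 0% = bound tracer without compound and 100% = peptide blocker; higher means less fluorescent Bim peptide bound to Bcl-W beads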
Target sequence (Q92843 whole entry, looked up): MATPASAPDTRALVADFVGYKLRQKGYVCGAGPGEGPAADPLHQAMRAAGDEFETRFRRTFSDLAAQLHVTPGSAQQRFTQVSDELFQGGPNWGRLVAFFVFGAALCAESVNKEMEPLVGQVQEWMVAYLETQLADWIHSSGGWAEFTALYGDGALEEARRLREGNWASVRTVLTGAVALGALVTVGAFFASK
Bim-Bcl-2 = inhibitors of Bim-Bcl-2 binding, primary screen, biochemical, multiplexed, human Bcl-2 family | Apoptosis regulator Bcl-2 (Homo sapiens), P10415 | Bead-based flow cytometry, Bim peptide-Bcl-2 binding | inhibition, % at 10 µM | 190,000 compounds, 0.06% hits | AID 950, 2007; in the data active means inhibition above about 40%; inconclusive means no clear call, values can overlap the other calls;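 further: 0% = no compound wells with probe peptide and 100% = reference peptide inhibitor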
Bim-Bfl-1 = inhibitors of Bim binding to Bfl-1, primary screen, biochemical, multiplexed, bead-based flow cytometry. inhibition, % at 10 µM. Bcl-2-related protein A1 (Homo sapiens), Q16548. AID 1008, 2008. Bim-Bfl-1 binding inhibition. 190,000 compounds, 0.12% hits;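 further: 0% = wells without compound plus tracer and 100% = blocker peptide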
RGS4-Gao reg = modulators of RGS4 binding to Galphao, primary screen, biochemical, multiplexed bead flow cytometry; Guanine nucleotide-binding protein G(o) subunit alpha (Homo sapiens), P09471; actives lie on both sides; binding response (% of control), % at 10 µM; 220,000 compounds, 0.33% hits; in the data active means binding response below about 49% or above about 150%; inactive means in between;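 further: fluorescent Galphao activated with aluminum fluoride binding bead-coupled RGS4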
Mcl1-Bid inh = Mcl-1/Bid binding inhibitors, primary screen, biochemical, TR-FRET, 1536-well; Induced myeloid leukemia cell differentiation protein Mcl-1 (Homo sapiens), Q07820; 220,000 compounds, 0.97% hits; inhibition, % at 21.7 µM; TR-FRET Mcl-1/Bid-Dy647 peptide binding; AID 1021, 2008;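 active means compounds that cut the binding signal by more than half at the single screening dose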;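 further: His-tagged Mcl-1 with europium anti-His antibody binding Bid BH3 peptide; 0% = Mcl-1 plus peptide wells and 100% = peptide-only wells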
Bim-Mcl-1 = inhibitors of Bim peptide binding to Mcl-1, primary screen, biochemical, bead-based flow cytometry, multiplex. Induced myeloid leukemia cell differentiation protein Mcl-1 (Homo sapiens), Q07820. inhibition, % at 10 µM. 190,000 compounds, 0.1% hits. Bim peptide-Mcl-1 binding;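 further: 0% = no compound tracer wells and 100% = peptide blocker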
RGS8-Gao reg = RGS8-Galphao binding modulators, primary screen, biochemical, multiplexed bead flow cytometry | Guanine nucleotide-binding protein G(o) subunit alpha (Homo sapiens), P09471 | actives lie on both sides | response (percent of control binding), % at 10 µM | 220,000 compounds, 0.34% hits | AID 1423, 2008; in the data active means response below about 60% or above about 140%; inactive means in between;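 further: Galphao activated as the GDP aluminium fluoride complex binding bead-coupled RGS8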
Bim-Bcl-B = inhibitors of Bim-Bcl-B binding, primary screen, biochemical, multiplexed, human Bcl-2 family; Bcl-2-like protein 10 (Homo sapiens), Q9HD36; bead-based flow cytometry, Bim peptide-Bcl-B binding; inhibition, % at 10 µM; AID 951, 2007; 190,000 compounds, 0.073% hits;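 further: 0% = tracer peptide without compound and 100% = reference inhibitor peptide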
Target sequence (Q9HD36 whole entry, looked up): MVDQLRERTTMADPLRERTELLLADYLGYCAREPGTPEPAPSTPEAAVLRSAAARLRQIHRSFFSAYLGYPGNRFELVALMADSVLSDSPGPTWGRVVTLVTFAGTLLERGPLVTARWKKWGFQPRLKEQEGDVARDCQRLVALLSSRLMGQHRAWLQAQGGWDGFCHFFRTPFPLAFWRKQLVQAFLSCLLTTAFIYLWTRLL
Bim-Bcl-XL = inhibitors of Bim-Bcl-XL binding, primary screen, biochemical, multiplexed, bead flow cytometry, human Bcl-XL. Bcl-2-like protein 1 (Homo sapiens), Q07817. Bim peptide-Bcl-XL binding, fluorescence. inhibition, % at 10 µM. 190,000 compounds, 0.04% hits
Target sequence (Q07817 whole entry, looked up): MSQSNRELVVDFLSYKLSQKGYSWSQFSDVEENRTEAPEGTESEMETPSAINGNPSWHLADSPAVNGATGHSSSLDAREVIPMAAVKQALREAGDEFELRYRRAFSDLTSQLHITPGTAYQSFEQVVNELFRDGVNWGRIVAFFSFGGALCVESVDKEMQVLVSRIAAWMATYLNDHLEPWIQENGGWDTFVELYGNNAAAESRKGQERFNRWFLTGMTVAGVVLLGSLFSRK
* marks the source's active call; other numbers are inactive results; u = inconclusive; & = joins results of further samples. Unless noted, no stated cut-off is given here; in the data, active means inhibition above about 40%.

structure	Bim-Bcl-W	Bim-Bcl-XL	RGS8-Gao reg	Bim-Bcl-2	RGS4-Gao reg	Bim-Mcl-1	GSH bead fluor	Bim-Bcl-B	RGS7-Gao reg	Mcl1-Bid inh	Bim-Bfl-1
Cc1ccc(S(=O)(=O)N2CCN(C(=O)CSc3nc4ccccc4c(=O)[nH]3)CC2)cc1	1	0	95	-4	88	2	52	-1	87	-46	-4
CC(C)C(=O)n1nc(-c2cccnc2)nc1NCc1ccc(F)cc1	-7	0	103	-2	99	-1	12	-1	102	3	-3
COc1ccc(/C=N\N=C2/SC(CC(=O)O)C(=O)N2c2ccc(O)cc2)cc1 (stereo not drawn)	-5	-7	100	-9	103	-6	29	-8	103	-10	-7
O=C(c1cc(N2CCCCC2)nc2ccccc12)N1CCOCC1	0	-3	98	-2	96	10	24	-4	98	-27	-11
Cc1occc1C(=O)Nc1sc2c(c1C(N)=O)CCC(C(C)(C)C)C2 (stereo not drawn)	0	0	95	-4	90	-3	10	-1	102	-50	0
COc1ccc(S(=O)(=O)N2CCN(C3CCN(Cc4ccccc4)CC3)CC2)cc1	-4	-2	135	1	117	-12	4	-3	110	-8	2
Cc1cccc(N2C(=O)CC(c3ccc(F)cc3)C3=C2COC3=O)c1 (stereo not drawn)	0	-3	101	-5	104	-2	11	-4	100	-29	-5
CC(=O)Nc1sc2c(c1C(c1ccncc1)N1CCOCC1)CCCC2 (stereo not drawn)	0	3	101	0	104	-3	21	2	100	-28	-2
CC(=O)Nc1cc(C(=O)N2CCCC2)ccc1Sc1ccc(C)cc1	5	-10	102	-4	103	-2	47	-6	102	10	-7
Cc1nn(C(=O)c2cccnc2)c(C)c1Sc1ccc(Br)cc1	-3	-1	102	-2	104	-3	26	-2	106	19	-1
CC(C)(C)C(=O)COC(=O)c1c2c(nc3ccccc13)CCC2	3	1	100	4	96	2	11	2	u	-28	3
CCCCN(C)S(=O)(=O)c1ccc(C(=O)Nc2nnc(-c3ccco3)o2)cc1	-1	-4	100	0	100	1	20	-1	99	-38	-2
Clc1ccc(CSc2nnc(-c3ccc4c(c3)OCO4)o2)cc1	-4	-4	101	-2	100	-1	20	0	102	-2	-2
CCC(C)(C)NC(=O)CN(Cc1cccs1)C(=O)CCC(=O)Nc1nccs1	0	-1	103	0	102	0	18	0	101	-3	0
Cc1ccc2[nH]c(=O)c(CN(CCc3ccccc3)C(=O)N3CCOCC3)cc2c1	1	0	102	-5	105	2	13	0	103	-1	-9
O=C(Nc1sc2c(c1C(=O)N1CCOCC1)CCCCC2)c1cccnc1	-1	0	107	-5	100	0	10	-4	104	-14	-3
O=C(O)c1ccc(-n2nc(C(F)(F)F)c3c2-c2ccoc2CC3)cc1	-3	-8	102	-12	98	-6	32	-8	98	-7	-11
COc1ccc(CN(Cc2ccncc2)C(=O)CCC(=O)O)cc1	0	5	99	-5	99	-1	31	-6	99	-1	-13
COCC(C)NC(=O)c1ccc(-n2nc(C(F)(F)F)cc2-c2cccs2)cc1 (stereo not drawn)	3	-2	102	-2	103	6	12	0	105	-1	1
COCCNC(=O)c1cn(C)c(=O)c2cc(OC)c(OC)cc12	0	-4	104	-6	104	-3	17	-6	105	11	-9
CCOC(=O)CCc1c(C)nc2c(c(C)nn2C(C)(C)C)c1C	2	0	96	-4	92	1	20	-4	92	-16	-10
CCc1[nH]c(=O)c(C#N)c2c1COC(C)(C)C2	0	-9	100	-8	95	-3	32	-10	96	-16	-17
Cc1cccc(C)c1NC(=O)COC(=O)c1c2c(nc3ccccc13)/C(=C\c1ccc3c(c1)OCO3)CCC2	0	-2	96	-3	98	0	9	-2	95	-47	0
Cc1cccc(N(CC(N)=O)S(C)(=O)=O)c1C	0	-6	101	-10	101	0	51	-8	98	-10	-12
CC1CCC(NC(=O)c2cc3c(s2)CS(=O)(=O)C3)CC1 (stereo not drawn)	0	-2	101	-1	100	2	13	-3	100	3	-2
COCCn1c(C)cc(C(=O)CSc2nc3ccccc3c(=O)n2Cc2ccco2)c1C	-6	-8	104	-4	101	-5	6	-7	100	-71	-2
CCN(CC)c1nc(OC)nc(-n2nnc(C(C)=O)c2C)n1	0	-6	109	-5	105	2	16	-1	102	33	-4
COc1nc(C#N)c(N2CCOCC2)o1	1	-2	102	-9	101	1	27	-7	99	-44	-11
C/C(=N\NC(=O)c1cccc(S(=O)(=O)N2CCCC2)c1)c1ccco1	0	1	93	-5	87	-3	16	-4	86	1	-7
CN(C)/C=C(\C#N)C(=O)N/N=C/c1ccc(F)cc1	2	2	101	1	99	0	10	0	103	-5	-3
COc1cc(NC(=O)CN2CCN(c3ccccc3O)CC2)c(C)cc1[N+](=O)[O-]	-1	-4	107	-2	103	-3	8	-3	95	-8	0
CCOc1ccc(N=Nc2cc(C(C)C)ccc2O)cc1	-5	-5	103	-3	101	-6	17	-6	98	2	-2
C=CCNC(=S)N1CCN(c2cccc(C(F)(F)F)c2)CC1	-2	-6	104	-2	102	-1	14	-11	100	-5	0
Cc1oc2c(cc(NS(=O)(=O)c3ccc4c5c(cccc35)C(=O)N4)c3ccccc32)c1C(=O)OC(C)C	2	-1	99	-1	100	0	11	0	100	10	5
Cc1ccc(S(=O)(=O)NNC(=O)c2sc3nc(C)cc(C)c3c2-n2cccc2)cc1	0	-8	90	-4	90	0	47	-12	87	-12	-11
CCc1cccc(CC)c1NC(=O)/C(C#N)=C/c1ccccc1C(F)(F)F	-1	-3	101	0	99	-3	19	-1	98	1	10
C/C=C/c1ccc(OCC(=O)Nc2ccc(C(N)=O)cc2)c(OC)c1	-5	-6	106	-3	106	-5	7	-4	103	-46	-4
O=C(CCC(=O)N(CC(=O)NC1CCCCC1)CC1CCCO1)Nc1nccs1 (stereo not drawn)	-1	-5	100	0	104	0	12	1	106	-9	4
CC(C)Cc1nnc(NC(=O)Nc2ccccc2)s1	-3	-1	101	-3	100	-3	10	-4	102	-20	-6
O=C(COc1ccc([N+](=O)[O-])cc1)NCCC1=CCCCC1	-7	-6	101	-1	102	-6	14	-6	100	-9	-8
CCCn1c(NCc2ccco2)nc2c1c(=O)n(C)c(=O)n2C	-2	0	84	0	95	-2	11	-1	92	-37	1
CCCn1c(=O)c(C(=O)NCc2cccnc2)c(O)c2ccccc21	1	-8	78	2	67	1	49	0	70	3	-1
COc1ccc(C(=O)/C=C/Nc2ccc(S(=O)(=O)Nc3nc(C)cc(C)n3)cc2)cc1OC	-2	-8	98	-8	99	0	17	-5	100	-13	-12
COc1cc(OC)cc(-c2nc3ccccc3c(=O)n2OC(=O)c2ccccc2C)c1	-5	-6	104	-6	106	-6	24	-9	99	3	-1
Cc1ccccc1-n1nnnc1SCC(=O)Nc1ccc(S(=O)(=O)N2CCCC2)cc1	-2	-2	98	-3	97	-3	24	-3	100	-16	-1
CCOc1ccc2nc(/N=C/c3c(C)[nH]n(-c4ccccc4)c3=O)sc2c1	-3	-7	98	-3	99	0	13	-6	95	-26	-6
O=c1c2[nH]c3ccc(Cl)cc3c2ncn1CCN1CCCCC1	-1	1	105	-6	110	0	25	-3	107	-23	-14
CCOc1ccc(C(=O)N2CCC(C(=O)c3ccc4c(c3)OCCO4)CC2)cc1	0	-4	98	-7	98	0	22	-6	95	-18	-15
CCCCSC1(SCCCC)N=C(N)C2(C#N)C(c3ccccc3)NC(C)=C(C)C12C#N (stereo not drawn)	-4	-9	98	-12	97	-4	22	-14	96	-16	-18
O=C(O)CC/C(=N\Nc1ccc(S(=O)(=O)N2CCCC2)cc1[N+](=O)[O-])c1cccs1	-3	0	100	-2	100	0	16	-5	98	-15	-5
C=CCSc1nnc(-c2sc(-c3ccccc3)nc2C)n1C	0	-6	102	-8	106	0	35	-5	104	-5	-13
CSc1ccccc1-c1nnc(-c2ccc(Cl)c(Cl)c2)o1	0	-4	100	-10	101	0	25	-9	100	-32	-12
O=C(Nc1ccccn1)c1ccc(=O)[nH]n1	-4	-6	99	-7	97	1	5	-3	94	-14	-12
CCCCOc1ccc(-c2cnc3ccccc3n2)cc1	0	-3	109	-5	106	-1	13	-11	102	-13	-9
CCCCn1c(=O)[nH]c(=O)c2c1nc(-c1ccc(-c3ccccc3Br)o1)n2CC	0	1	98	4	102	-3	10	-1	103	-6	20
Cc1cc2c(N=NC(=O)C3CC3c3ccccc3)c(O)[nH]c2cc1Br (stereo not drawn)	-3	-4	104	-4	102	-6	6	-10	96	-13	-3
Cc1c(N/C=C/C(=O)c2cccs2)c(=O)n(-c2ccccc2)n1C	0	-3	100	0	99	0	22	-1	96	-32	0
COC(=O)c1ccccc1NC(=O)C/C(C)=N/NC(=O)CC#N	-7	-2	100	-4	100	-2	13	-8	99	-18	-5
COc1ccc(S(=O)(=O)NCC2CCC(C(=O)NCC(OC)OC)CC2)cc1 (stereo not drawn)	-4	0	100	-6	98	-3	15	0	102	-52	1
CCOc1ccc(CCNC(=O)COC(=O)c2cc(OC)c(OC)c(OC)c2)cc1OCC	3	1	101	-2	97	2	23	0	u	-9	-4

Other structures follow.
structure	Bim-Bcl-W	Bim-Bcl-XL	RGS8-Gao reg	Bim-Bcl-2	RGS4-Gao reg	Bim-Mcl-1	GSH bead fluor	Bim-Bcl-B	RGS7-Gao reg	Mcl1-Bid inh	Bim-Bfl-1
CC1=Nc2ccc(C)cc2/C1=C/c1c(N)n2oc(C)cc2nc1=O	-1	-2	100&100	0	97&100	0	9	-3	u	3&-10	-3
O=C(CN1CCN(c2ccccc2)CC1)Nc1nccs1	-1	-3	101	1	104	-2	19	-6	106	-35	0
COc1ccc2nc3sc(C(=O)NCCCN4CCc5ccccc5C4)cc3cc2c1	0	5	103	1	109	1	4	-11	104	-24	4
CCCCOc1ccc(C(=O)NCc2ccco2)cc1	-3	-1	102	0	98	-1	11	0	98	-27	-3
COc1ccccc1N(CC(=O)Nc1ccc(F)c(F)c1)S(C)(=O)=O	-2	-8	95	-13	96	-4	25	-10	89	-15	-16
CC1=N/C(=C/c2cccnc2)C(=O)O1	-5	-5	100	-3	98	-4	13	-7	99	-8	-5
COC(=O)C1=C(N)OC2=C(C(=O)CCC2)C1c1cccnc1 (stereo not drawn)	0	0	105	0	102	0	10	-1	105	-10	-6

Screens (PubChem BioAssay)
